Source: PubChem (several laboratories)
DSG3 Ab inh – inhibitors of pemphigus antibody binding to DSG3, primary screen, biochemical, bead-based, flow cytometry, scFv-GFP; binding (percent of control), % at 10 µM; 310,000 compounds, 0.48% hits; DSG3-coupled beads, scFv-anti-DSG3-GFP binding; active compounds read low;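 active = binding more than 3 SD below its plate's average and above zero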;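 note: hits lower antibody fragment binding to DSG3; some compounds called inactive have numbers as strong as hits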
MOR-DOR inv ag – inverse agonists of MOR-DOR heterodimerization, primary screen, cell-based, luminescence | Mu-type opioid receptor (Homo sapiens) + Delta-type opioid receptor (Homo sapiens), … | cell-based MOR-DOR heterodimer luminescence, inverse agonism | inhibition, % at 9.3 µM | 340,000 compounds, 0.21% hits | AID 504357, 2011; in the data active = inhibition above about 22%, passing the limit was not always enough;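 note: 0% = cells with DMSO and 100% = wells without cells with DMSO; values of inactives mirror those of a sister screen read the other way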
PfHsp90 set2 – growth inhibition of PfHsp90-expressing yeast, primary screen, antimalarial PfHsp90 inhibitor project, S. cerevisiae, BacTiter-Glo luminescence, single point, set 2; 310,000 compounds, 0.32% hits; inhibition, % at 9.4 µM; AID 504621, 2011; BacTiter-Glo ATP, 48 h; yeast lacking PDR1 and PDR3 efflux regulators;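 active = every replicate shows inhibition above about 80%, whatever the replicate mean, limit read from the data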;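 note: 0% = DMSO neutral controls and 100% = 20 µM radicicol positive controls; yeast relying on Plasmodium falciparum Hsp90 in place of its own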
phage Ecoli inh – growth loss of phage-infected E. coli, primary screen, RecBCD inhibitor project, absorbance, with phage, HTS; inhibition, % at 11.9 µM; 360,000 compounds, 0.26% hits; AID 651602, 2012; in the data active = inhibition above about 11%
HTR5A ag – HTR5A agonists in luminescence cell assay, primary screen, counter-screen for OPRM1-OPRD1 heterodimer agonist project, full-deck HTS; activation, % at 9.3 µM; cell-based; 340,000 compounds, 0.61% hits; AID 504692, 2011; in the data active = activation mostly above about 9.5%, no sharp cut-off; inactive = mostly below about 7.6%;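 note: 0% = cells with vehicle only and 100% = reference agonist; strong numbers were not always called active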
Target sequence (P47898 whole entry, looked up): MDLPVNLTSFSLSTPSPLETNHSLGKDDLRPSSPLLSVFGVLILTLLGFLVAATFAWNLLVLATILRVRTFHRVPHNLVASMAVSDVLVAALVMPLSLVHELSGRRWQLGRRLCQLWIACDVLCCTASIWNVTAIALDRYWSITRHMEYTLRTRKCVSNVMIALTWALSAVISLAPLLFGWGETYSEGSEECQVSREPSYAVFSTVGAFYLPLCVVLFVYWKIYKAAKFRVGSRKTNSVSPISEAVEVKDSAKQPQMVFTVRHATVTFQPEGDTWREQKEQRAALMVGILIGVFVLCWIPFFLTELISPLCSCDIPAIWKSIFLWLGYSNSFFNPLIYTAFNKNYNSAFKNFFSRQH
HTR5A inv ctr – HTR5A inverse agonists in luminescence cell assay, primary screen, counter-screen for OPRM1-OPRD1 heterodimer inverse agonist project, full-deck HTS | inhibition, % at 9.3 µM | HTR5A cell line, inverse agonism | 340,000 compounds, 0.083% hits; in the data active = inhibition mostly above about 23%, no sharp cut-off; inactive = mostly below about 18%;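 note: 0% = cells with DMSO and 100% = no-cell wells with DMSO; some compounds called inactive have numbers as strong as hits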
PKA-R1A activ – activators of PKA-R1A holoenzyme, primary screen, biochemical, fluorescence polarization, Cy5-IP20, bovine R1A, mouse PKAc; AID 504707, 2011; 340,000 compounds, 0.083% hits; PKA-R1A dissociation; scaled: DMSO 0%, 113 µM cGMP 100%; activation, % at 11.4 µM;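 active = percent activation above the mean of all tested compounds plus 3 SD, cut at about 19% in these data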;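 note: higher means more PKAc released from R1A so a rise in polarization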
MOR-DOR ag – agonists of OPRM1-OPRD1 heterodimerization, primary screen, cell-based, luminescence | cells | AID 504326, 2011 | Mu-type opioid receptor (Homo sapiens) + Delta-type opioid receptor (Homo sapiens), … | activation, % at 9.3 µM | 340,000 compounds, 0.3% hits; in the data active = activation above about 18%;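 note: 0% = vehicle-treated cells and 100% = reference agonist; values of inactives mirror those of a sister screen read the other way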
AddAB inh – growth inhibition of E. coli expressing H. pylori AddAB, primary screen, AddAB inhibitor project, absorbance. AID 435030, 2010. 330,000 compounds, 0.29% hits. inhibition, % at 11.9 µM; in the data active = inhibition above about 12%;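 note: 0% = vehicle wells of infected cells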
E coli growth – E. coli V3065 growth inhibition, primary screen, counter-screen for AddAB inhibitor project, absorbance, OD600; 18 h; inhibition, % at 11.9 µM; 330,000 compounds, 0.27% hits;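 active = inhibition above the campaign's mean inhibition across all tested compounds plus 3 SD, cut at about 9.9% in these data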;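 note: uninfected addAB+ strain grown without phage in ampicillin broth; 0% = DMSO wells and 100% = ciprofloxacin 0.95 µg/ml wells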
Mot1-301 SUMO – yeast Mot1-301 growth rescue at high temperature, primary screen, SUMOylation pathway inhibitor project, S. cerevisiae, ATP luminescence, 38.5C; S. cerevisiae Mot1-301 growth rescue; percent above DMSO median, 100 means doubled; growth rescue, % at 18.8 µM; 320,000 compounds, 1% hits;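 active = every valid replicate shows activation above 250% relative to neutral control wells; inactive = the rest, any valid replicate at or below 250%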;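 note: OY570 slx delta 5 strain wells were the positive control but not used for scaling; some compounds called inactive have numbers as strong as hits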
An asterisk follows results filed as active; . = no result given; & = joins results of further samples.

SMILES	DSG3 Ab inh	MOR-DOR inv ag	PfHsp90 set2	phage Ecoli inh	HTR5A ag	HTR5A inv ctr	PKA-R1A activ	MOR-DOR ag	AddAB inh	E coli growth	Mot1-301 SUMO
CCOC(=O)CNC(=O)C(Cc1ccccc1)NS(=O)(=O)c1ccc2c(c1)CCC(=O)N2 (stereo not given)	98	8	.	2.0	0	5	-10	-1.5	-0.8	0.7	12
CC(C)C(C(=O)NCc1ccco1)N(C(=O)CNS(=O)(=O)c1ccccc1)C1CCCC1 (stereo not given)	114	7	22	2.0	-1	2	-1	-1.6	1.2	-0.2	-4
CCOC(=O)N(C)S(=O)(=O)c1ccccc1[N+](=O)[O-]	101	6	-7	0.9	1	-3	-13	-1.2	-0.8	0.3	-10
Cc1cc2nc(C(C)(C)C)cc(N)n2n1	115	10	.	1.3	-4	21	0	-2.1	1.1	1.1	-4
COc1cccc(/C=N/Nc2nnc3c(n2)[nH]c2ccccc23)c1OC	111	-4	1	1.9	4	6	6	0.8	3.5	1.3	330
CCCCCc1ccc(CC(=O)O)cc1	100	10	.	2.0	-4	-15	1	-1.7	-0.8	-0.2	57
Cc1cccc([C@@H]2[C@@H]3C(=O)N(Cc4ccccc4)C(=O)[C@@H]3[C@]3(Cc4ccccc4)C(=O)N(c4cccc(Cl)c4)C(=O)N23)c1	101	-5	42	1.4	1	5	-4	1.0	-0.9	-1.9	28
CC(=O)Nc1c2c(nn1-c1ccc(C)cc1C)CSC2	102	3	0	2.2	-5	-18	-7	-0.6	-0.9	-1.2	39
Nc1nc(C(F)(F)F)cc(=O)n1N	103	13	-1	2.8	-4	12	0	-2.3	1.6	3.1	-7
Cc1c(NC(=O)c2ccc(NS(=O)(=O)c3ccc(F)c(F)c3)cc2)c(=O)n(-c2ccccc2)n1C	99	15	5	2.3	1	-2	-7	-3.7	0.2	-1.3	6
O=C1Nc2ccccc2N(O)N1c1cc(-c2ccccc2)[nH]n1	85	14	-52	3.2	4	-11	-9	-2.1	-0.9	0.9	-13
COc1cc(C(c2sc3nc(C)nn3c2O)N2CCN(c3ccccc3)CC2)cc(OC)c1OC (stereo not given)	109	4	22	4.5	1	-20	-9	-0.6	-1.1	1.0	-15
O=C(Cn1cnc2c(NC(=O)OCc3ccccc3)ncnc21)NCc1ccccn1	105	.	20	-0.5	.	.	-26	.	-2.7	-2.4	-5
COC(=O)c1ccc2c(=O)n(CC3CCCO3)c(=S)[nH]c2c1 (stereo not given)	97	5	-8	1.8	5	-12	8	-0.9	0.1	2.1	-6
COc1ccccc1CNC(=O)c1ccccc1OC	93	9	-8	2.2	1	-4	-5	-1.6	2.8	-1.1	2
CC(C)=CCc1c(O)ccc(C2COc3c(CC=C(C)C)c(O)cc(O)c3C2=O)c1O (stereo not given)	100	10	106*	2.2	10	-21	1	-1.9	1.9	-0.8	3
CCOC(=O)c1nc(C)nc(Sc2n[nH]c(-c3ccccc3)n2)c1C	99	5	2	2.7	7	7	-12	-1.0	-1.9	-1.0	-4
Cc1cccc(NC(=O)CSc2nc(NS(=O)(=O)c3ccccc3)cc(=O)[nH]2)c1	99	2	5	0.8	-1	22	-3	-0.4	1.8	0.8	3
Cc1noc(C)c1C(=O)OCC(=O)NCCc1ccc(S(N)(=O)=O)cc1	117	5	-4	1.9	1	-2	-3	-0.9	-0.1	-0.3	-1
CCN1CCN(CC(=O)Nc2ccc(S(=O)(=O)N3C(C)CCCC3C)cc2)CC1 (stereo not given)	126	20	1	0.8	-5	14	3	-3.8	5.0	1.5	9
CC1CC1C(=O)OCC(=O)NC(=O)NC12CC3CC(CC(C3)C1)C2 (stereo not given)	97	-20	4	2.1	-1	3	-7	3.8	0.2	-0.4	-7
O=C(O)c1cccc(NC(=O)c2cccc(NC(=O)C3CCCO3)c2)c1 (stereo not given)	109	6	16	2.0	-1	-11	-1	-1.0	1.5	-0.4	57
Cc1ccc(Cl)cc1NC(=O)c1ccccn1	99	-26	-19	-0.1	-1	2	1	5.0	0.5	0.2	.
Cc1ccc2c(=O)cc(C(=O)Nc3ccc(S(=O)(=O)Nc4onc(C)c4C)cc3)oc2c1	104	4	16	-0.6	2	2	-10	-0.8	1.9	1.2	.
Cc1ccccc1-n1c(SCC(=O)N/N=C/c2c(C)nn(-c3ccccc3)c2C)nc2ccccc2c1=O	77	-4	-3	4.3	4	12	-8	0.8	-0.8	-0.1	-22
Cc1cccc(NC(=O)CSc2nc(=O)n(CCCN3CCOCC3)c3c2CCCC3)c1	99	13	-2	1.9	0	8	-5	-2.6	-0.3	-0.8	12
COc1ccc(CCN(C)C(=S)NC(=O)c2ccc(F)cc2Cl)cc1OC	103	9	17	0.6	1	-10	-4	-1.9	-1.9	-1.8	-11
Cn1c(CSc2ncccn2)nnc1SCC(=O)N1CCCC1	106	19	7	3.0	1	6	-13	-3.8	2.1	-1.3	2
O=C(CSc1nc2ccccc2[nH]1)NC(=O)NCc1ccco1	79	9	-20	1.7	-1	3	-11	-1.5	2.4	1.6	-7
Cc1ccc(-n2c(Cn3cnc4ccccc43)nnc2SCC(=O)O)cc1	109	2	.	0.6	2	-9	-1	-0.3	-0.4	-1.6	-8
CCOC(=O)C1=C(C)NC(SCC(N)=O)=C(C#N)C1c1ccncc1 (stereo not given)	98&101	4&9	-13&13	1.6&0.9	0&4	0&22	7&1	-0.9&-1.6	1.5	0.0	-3
COc1ccc(/C=N/OCc2ccc(Br)cc2)c(OC)c1	130	-1	7	4.9	1	-2	-4	0.1	-3.2	-0.5	3
COc1cc(C)c(C)cc1S(=O)(=O)N1CCN(Cc2ccccc2)CC1	98	-15	13	-0.2	0	1	-21	2.5	-0.1	-0.7	12
CC(C)NC(=O)c1onc(CSc2ccc(Cl)cc2)c1C(=O)NC(C)C	99	-46	-29	-0.3	11	-32	7	8.0	-0.2	0.2	4
N=C1CCCN1CC(=O)c1ccc(Cl)cc1	105	15	14	3.6	0	23	-1	-2.9	4.0	0.9	-15
Cn1c2c(c(=O)n(C)c1=O)C(c1ccc(O)cc1)Nc1ccccc1O2 (stereo not given)	99	-26	6	3.1	5	9	2	4.5	3.2	1.3	25
CCCOc1ccc(N2C(=O)CC(N3CCOCC3)C2=O)cc1 (stereo not given)	83	-3	24	-1.0	3	-7	-2	0.5	-1.3	1.9	376
Cc1cc(O)c(Sc2ccc(Cl)cc2)c(=O)[nH]1	112	10	-9	-5.7	5	-12	3	-1.8	0.4	0.0	9
O=C(NNc1ccc([N+](=O)[O-])cc1[N+](=O)[O-])c1ccco1	107	33	8	.	-3	19	6	-6.1	-0.6	-1.5	251
NNc1nc2c(Cl)c(Cl)ccc2s1	109	-3	6	4.0	-2	-14	-6	0.5	1.2	-0.3	-32
CN(Cc1cnccn1)Cc1ccccc1OCC(O)CN1CCc2ccccc2C1 (stereo not given)	106	-1	.	-1.9	0	-1	-2	0.1	-1.7	-1.1	-2
CCOCCn1c(COc2ccccc2)nc2ccccc21	102	11	0	1.0	-2	-33	1	-2.0	2.4	0.9	144
Cc1ccc(NC(=S)NC(=O)CC2CC(C)(C)OC2=O)cc1 (stereo not given)	104	-2	-3	2.8	-1	-1	0	0.3	-1.1	-2.0	.
COc1cc(CNn2nnnc2N)ccc1OCc1c(Cl)cccc1Cl	.	-1	14	1.9	9	1	-6	0.2	-2.1	-3.8	29
Cc1ccc(C)n1NC(=O)c1cccs1	83*	6	7	2.1	-7	17	8	-1.2	-2.2	-1.4	-4
Cc1noc(C)c1C(=O)Nc1cccc(S(=O)(=O)N2CCOCC2)c1	100	5	34	2.7	-6	14	-2	-1.3	0.9	-0.5	5
O=NN(CCCl)C(=O)NCCCl	105	8	16	2.4	3	-23	2	-1.4	-0.6	0.9	7
CCc1ccc(C(=O)Nc2ccc3nc(C)ccc3c2)cc1	92	2	2	0.8	4	-14	-2	-0.5	0.5	-0.5	31
O=c1cc(-c2cccc([N+](=O)[O-])c2)[nH][nH]1	97	9	6	2.6	2	23	-4	-1.9	2.1	0.2	-9
CCc1ccc(C(=O)Nc2ccc(C)c(NS(C)(=O)=O)c2)cc1	104	.	-4	3.8	.	.	.	.	3.7	3.1	1
Further records
SMILES	DSG3 Ab inh	MOR-DOR inv ag	PfHsp90 set2	phage Ecoli inh	HTR5A ag	HTR5A inv ctr	PKA-R1A activ	MOR-DOR ag	AddAB inh	E coli growth	Mot1-301 SUMO
CCOC(=O)N1CCN(C(=O)COC(=O)c2oc3ccc(OC)cc3c2C)CC1	103	9	-6	1.2	-1	4	2	-1.8	-1.3	-2.7	-8
C=CCN1C(=O)c2ccc(C(=O)N(CC)CC(=O)Nc3ccc(OC)cc3)cc2C1=O	107	11	9	-0.4	3	-9	-4	-2.1	1.7	0.4	11
N#Cc1c(NC2CCCCC2)nc(-c2ccco2)c2c1CCCC2	109	4	27	.	0	-1	-11	-1.0	1.6	3.3	4
CN(CCc1ccccn1)C(=O)c1cccnc1Oc1ccccc1	.	14	4	4.1	6	-16	-10	-2.8	1.0	-0.2	-8
O=C(O)c1ccccc1C(=O)Nc1ccc(S(=O)(=O)Nc2nccs2)cc1	106	15	-12	8.4	2	-7	0	-2.7	10	11*	1
CN1C(=O)C(C)(C)c2cc(S(=O)(=O)NCC(=O)NCc3ccccc3)ccc21	103	11	-11	.	5	-15	-8	-1.9	-0.3	2.5	-6
COc1ccc(C2CC(c3ccc(C(F)(F)F)cc3)=NN2c2ccc(S(N)(=O)=O)cc2)cc1 (stereo not given)	106	-10	-27	0.0	5	-16	-2	2.2	-0.7	1.4	.
COc1cc(C(=O)N2CCN(S(=O)(=O)c3ccc(C)cc3)CC2)ccc1OCc1c(C)noc1C	.	7	32	0.8	2	-1	-5	-1.1	-0.2	-3.6	17
Cc1[nH]nc2c1/C(=N\O)CCC2	98	23	-1	2.4	1	9	4	-4.8	2.0	-3.5	4
CCCCOc1ccc(C2=CSC3=NCCN23)cc1[N+](=O)[O-]	98	19	12	-1.3	2	-9	-14	-4.3	1.9	1.0	143
